Assay outcomes (PubChem BioAssay)
TNAP inhibition = human TNAP enzyme inhibitors, biochemical, luminescent (AID 518). Alkaline phosphatase, tissue-nonspecific isozyme (Homo sapiens). purified TNAP enzyme, luminescent substrate readout; higher % means a stronger effect. inhibition, % at 20 µM; hits with a dose series show IC50 in µM. hit rate 0.09% among 64,000; in the data active = a potency from the dose series; inactive = the rest, 99 in 100 with inhibition below about 22%;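 note: plate controls were vehicle for no effect and reference inhibitor for full effect; many of its hits are not listed in these tables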
Bfl-1 displacement = Bfl-1 inhibitors, primary screen, biochemical, fluorescence polarization, FITC-Bid, mouse (AID 432); Bcl-2-related protein A1 (Mus musculus); FITC-Bid BH3 peptide fluorescence polarization displacement; higher % means a stronger effect; displacement, % at 20 µM, or IC50 in µM where a hit was titrated; hit rate 0.02% among 64,000; in the data active = a potency from the dose series; inactive = the rest, 99 in 100 with displacement below about 15%; note: strong numbers were not always called active
KRASV12 cytotoxicity = cytotoxicity in KRAS-transformed pancreatic duct cells, primary screen, cell-based, fluorescence, HTS (AID 431) | one-dose cytotoxicity, % at 10 µM; EC50 in µM for titrated hits | hit rate 1.7% among 63,000 | HPDE-C7K KRASV12 cells, Alamar Blue viability, 48 h; higher % means a stronger effect;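 active = compounds whose percent cytotoxicity in the single-dose primary screen, scaled between solvent and toxic-drug controls, exceeds 50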;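 note: 0% = DMSO solvent wells and 100% = doxorubicin-treated wells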
HPDE-C7 cytotoxicity = cytotoxicity in HPDE-C7 cells, cell-based, fluorescence, HTS (AID 430); HPDE-C7 pancreatic duct cells viability, fluorescence; higher % means a stronger effect; hit rate 1.8% among 63,000; one-dose cytotoxicity, % at 10 µM; EC50 in µM for titrated hits;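 note: cells exposed to compound for 48 hours before viability readout; 0% = vehicle and 100% = reference cytotoxic drug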
HT1080 viability = cytotoxicity in HT1080 fibrosarcoma cells, cell-based, fluorescence readout (AID 620). HT1080 viability, fluorescence; higher % means a stronger effect. cytotoxicity, % at 10 µM; hits with a dose series show EC50 in µM. hit rate 0.42% among 87,000;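 note: cells exposed to compound overnight then 4 h with Alamar Blue; 0% = vehicle DMSO and 100% = killing control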
PMK inhibit = S. pneumoniae PMK inhibitors, primary screen, biochemical, mevalonate pathway, pilot trial included; phosphomevalonate kinase (Streptococcus pneumoniae D39); inhibition, % at 10 µM; hit rate 0.49% among 65,000; purified PMK, PK/LDH-coupled NADH absorbance 340 nm;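 active = top-ranked compounds by inhibition in the single 10 µM screen, taking a fixed number of the strongest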;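 note: 0% = full reaction with DMSO carrier and 100% = background rate without enzyme reaction; no value below 0 was filed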
MK inhibit = S. pneumoniae MK inhibitors, primary screen, biochemical, PK/LDH-coupled NADH absorbance; hit rate 0.48% among 65,000; inhibition, % at 10 µM; purified MK, PK/LDH-coupled NADH absorbance 340 nm;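 active = ranked among the strongest by inhibition in the single 10 µM screen, a fixed top-ranked set picked for dose follow-up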; note: no value below 0 was filed
DPM-DC inhibit = S. pneumoniae DPM-DC inhibitors, primary screen, biochemical, PK/LDH-coupled NADH fluorescence. diphosphomevalonate decarboxylase (Streptococcus pneumoniae D39). purified DPM-DC. calls only at 10 µM. hit rate 0.49% among 65,000. AID 556, 2006;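 active = the 320 compounds with the highest percent inhibition in the single-dose primary screen, excluding strongly autofluorescent ones, cut at about 32% in these data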;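 note: kinetic rate of NADH fluorescence loss reporting ADP formed by the decarboxylase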
LYP phosphatase = LYP phosphatase inhibitors, primary screen, biochemical, DiFMUP fluorescence, recombinant catalytic domain, 10 µM (AID 606); recombinant LYP catalytic domain, DiFMUP fluorescence; higher % means a stronger effect; 52,000 tested, under 10 active; inhibition, % at 10 µM; hits with a dose series show IC50 in µM; Tyrosine-protein phosphatase non-receptor type 22 (Homo sapiens);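 active = IC50 under 40 µM in the dose-response test; inactive = IC50 of 40 µM or more, or never dose-tested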
PMK inhibit pilot replicates = second read-out of PMK inhibit, no call of its own (marks repeat the call); inhibition, %; measured here: pilot screen replicates
MK inhibit pilot replicates = also measured in MK inhibit; calls as there; inhibition, %; measured here: pilot screen replicates
DPM-DC inhibit pilot screen % = also measured in DPM-DC inhibit; calls as there; inhibition, %; measured here: pilot screen trials
* marks the source's active call; other numbers are inactive results; i = inactive; x = not tested or not shown; & = joins results of further samples. Cut-off read from the data, not from the text of the source, unless noted: active = cytotoxicity above about 50%; inactive = the rest.

SMILES | TNAP inhibition | Bfl-1 displacement | KRASV12 cytotoxicity | HPDE-C7 cytotoxicity | HT1080 viability | PMK inhibit | MK inhibit | DPM-DC inhibit | LYP phosphatase | others
CCc1cccc(NC(=O)c2ccc(Br)o2)c1 | 18% | 2% | -7% | -7% | 12% | 0 | 3 | i | 4%
Cc1cc(C(=O)N2CCN(C/C=C/c3ccccc3)CC2)cs1 | 10% | -1% | 2% | 9% | 4% | 8 | 7 | i | 17%
Cc1ccc(-c2nn3c(C)nnc3s2)cc1NC(=O)c1ccc(-c2cccc(Cl)c2)o1 | 12% | -7% | 18µM* | 15µM* | -12% | 15 | 5 | i | x
CCCCOc1ccc(C(=O)Nc2ccc(N3CCN(C)CC3)cc2)cc1 | 9% | -9% | 40% | 31% | -1% | 8 | 6 | i | 7%
O=C(NCCCc1ccccc1)c1ccncc1 | 7% | -1% | 5% | -3% | -6% | 7 | 6 | i | -3%
COc1ccccc1-c1nnc2sc(COc3ccc(Cl)cc3)nn12 | 9% | 2% | 14% | 0% | 4% | 9 | 5 | i | x
Cc1csc(Sc2nc3c(c(=O)[nH]c(=O)n3C)n2Cc2ccccc2Cl)n1 | 10% | -2% | -4% | -10% | 2% | 19 | 4 | i | -3%
CN(C)S(=O)(=O)N(CC(=O)Nc1ccccc1F)c1ccccc1 | x | x | x | x | -4% | 13 | 13 | i | 7%
O=C(CCSc1nc(-c2ccco2)cc(C(F)(F)F)n1)N1CCN(c2ccccc2)CC1 | 8% | -2% | 7% | -6% | 0% | 3 | 0 | i | -13%
O=C(O)C1C2C=CC(C2)C1C(=O)NCCC1=CCCCC1 (stereo not drawn) | 6% | -7% | -4% | -12% | -9% | 0 | 8 | i | 11%

The list goes on, overlapping the part above by 2 compounds.
SMILES | TNAP inhibition | Bfl-1 displacement | KRASV12 cytotoxicity | HPDE-C7 cytotoxicity | HT1080 viability | PMK inhibit | MK inhibit | DPM-DC inhibit | LYP phosphatase | others
O=C(CCSc1nc(-c2ccco2)cc(C(F)(F)F)n1)N1CCN(c2ccccc2)CC1 | 8% | -2% | 7% | -6% | 0% | 3 | 0 | i | -13%
O=C(O)C1C2C=CC(C2)C1C(=O)NCCC1=CCCCC1 (stereo not drawn) | 6% | -7% | -4% | -12% | -9% | 0 | 8 | i | 11%
COc1ccccc1N1CC(C(=O)Nc2cccc(C(=O)O)c2)CC1=O (stereo not drawn) | 8% | 2% | -11% | -12% | 10% | 3 | 12 | i | 4% | PMK inhibit pilot replicates=1.0;MK inhibit pilot replicates=2.0;DPM-DC inhibit pilot screen %=0.0
Cc1ccc2c(c1)c1c3n2CCN(C(=O)Cn2c(-c4ccccc4)noc2=O)C3CCC1 (stereo not drawn) | 4% | 0% | 1% | -6% | 5% | 12 | 4 | i | 1%
CC(C)c1ccc(S(=O)(=O)N2CCN(C(=O)c3cccc(F)c3)CC2)cc1 | 4% | 5% | -17% | -27% | -13% | 8 | 2 | i | -2% | PMK inhibit pilot replicates=2.5;MK inhibit pilot replicates=5.0;DPM-DC inhibit pilot screen %=0.5
Cc1ccc(NC(=O)CCn2cccc2)cc1Cl | 5% | -5% | 6% | 3% | -3% | 5 | 0 | i | 20%
Cc1ccc(C(=O)COC(=O)c2ccc(Br)o2)cc1C | 10% | -4% | -3% | -15% | -2% | 0 | 13 | i | 9%
COCCOC(=O)C1=C(C)NC2=C(C(=O)CCC2)C1c1ccc(N(C)C)cc1 (stereo not drawn) | -8% | -9% | 3% | 1% | -14% | 5 | 0 | i | 4%
COc1cccc(-c2cc3nc(-c4ccccc4)cc(N4CCC5(CC4)OCCO5)n3n2)c1 | 7% | 1% | 17% | 10% | 0% | 13 | 2 | x | 16%
Fc1ccccc1COc1cccc(/C=N/n2cnnc2)c1 | 9% | -8% | 0% | 10% | 1% | 12 | 7 | i | x
CSc1nncc(=O)[nH]1 | 12% | 2% | 1% | 9% | 0% | 4 | 12 | i | 3%
O=P1(O)C=C(c2ccccc2)OC(c2ccccc2)=C1 | 5% | -6% | 0% | 8% | -6% | 11 | 7 | i | 13%

Overlap with the part before: 3 entries; new compounds follow.
SMILES | TNAP inhibition | Bfl-1 displacement | KRASV12 cytotoxicity | HPDE-C7 cytotoxicity | HT1080 viability | PMK inhibit | MK inhibit | DPM-DC inhibit | LYP phosphatase | others
Fc1ccccc1COc1cccc(/C=N/n2cnnc2)c1 | 9% | -8% | 0% | 10% | 1% | 12 | 7 | i | x
CSc1nncc(=O)[nH]1 | 12% | 2% | 1% | 9% | 0% | 4 | 12 | i | 3%
O=P1(O)C=C(c2ccccc2)OC(c2ccccc2)=C1 | 5% | -6% | 0% | 8% | -6% | 11 | 7 | i | 13%
O=C(N=C1SCC(=O)N1c1ccccc1Cl)c1ccco1 | 10% | 1% | -2% | -3% | 10% | 0 | 0 | i | x
O=C(CSc1nnc(Cc2ccccc2)o1)NC1CC2CCC1C2 (stereo not drawn) | 1% | -5% | -10% | -2% | 9% | 4 | 7 | i | 8%
O=C(Cn1nnc(-c2ccccc2NC(=O)c2ccco2)n1)NC1CCCCC1 | 1% | 1% | -22% | -33% | 26% | 7 | 10 | i | 5%
C=CCn1c(SCC(=O)Nc2ccccc2OC)nnc1-c1ccccn1 | 17% | 1% | 34% | 27% | 17% | 0 | 5 | i | -1% | PMK inhibit pilot replicates=1.5;MK inhibit pilot replicates=0.0;DPM-DC inhibit pilot screen %=0.0
O=C1C2C3C=CC(C3)C2C(=O)N1CCN1CCN(S(=O)(=O)c2ccc3ccccc3c2)CC1 (stereo not drawn) | 7% | -8% | 8% | 0% | -17% | 0 | 6 | i | 10%
CCc1ccc2nc(NC3=NCN(CCOC)CN3)nc(C)c2c1 | 4% | -6% | 0% | 10% | 13% | 7 | 6 | i | -1%
COc1cccc(NC=C2C(=O)OC(C)(C)OC2=O)c1 | 6% | -4% | 26% | 35% | 19% | 8 | 6 | i | 7%
c1ccc2c(c1)CCCC2C1=NCCN1 (stereo not drawn) | 14% | 0% | 1% | 1% | x | 4&15 | 0&5 | i | x | PMK inhibit pilot replicates=3.5;MK inhibit pilot replicates=1.0;DPM-DC inhibit pilot screen %=3.0
COc1ccc(S(=O)(=O)NCc2ccc3c(c2)OCO3)cc1C(=O)O | 5% | 1% | 0% | 0% | -3% | 4 | 0 | i | 9% | PMK inhibit pilot replicates=6.5;MK inhibit pilot replicates=4.0;DPM-DC inhibit pilot screen %=2.0
CCc1ccccc1N=C1SCC(=O)N1C | 11% | 11% | 22% | 7% | 8% | 11 | 1 | i | 14% | PMK inhibit pilot replicates=4.0;MK inhibit pilot replicates=1.5;DPM-DC inhibit pilot screen %=0.0
CC(C)c1ccc(NC(=O)c2cnn(-c3ccccc3)c2NC(=O)c2ccco2)cc1 | -5% | 0% | 0% | 14% | -3% | 12 | 1 | i | x
CCCN1C(=O)c2ccc(C(=O)Nc3cc(C)on3)cc2C1=O | 7% | 5% | 0% | 7% | -2% | 3 | 20 | i | -23%
COc1ccc(C)cc1NC(=O)c1cc2cc3ccc(C)cc3nc2o1 | 5% | 0% | -10% | -11% | -2% | 11 | 4 | x | 5%
CCc1nnc(NS(=O)(=O)c2ccc(NC(=O)OC)cc2)s1 | 8% | -3% | x | x | -5% | 10 | 5 | i | 3%
CC1(c2ccccc2Cl)NC(=O)N(CC(=O)NC(=O)NCc2ccco2)C1=O (stereo not drawn) | 7% | 0% | 14% | 4% | -5% | 7 | 4 | i | -6%
C=CCn1c(SCC(=O)NC2CCS(=O)(=O)C2)nc2scc(C3CC3)c2c1=O (stereo not drawn) | 6% | 3% | -15% | -25% | 1% | 5 | 0 | i | 2%
CC(NC(=O)OCc1ccccc1)C(=O)N1CC(O)CC1C(=O)O (stereo not drawn) | 5% | -1% | 7% | -9% | 1% | 9 | 14 | i | -11% | PMK inhibit pilot replicates=0.5;MK inhibit pilot replicates=3.5;DPM-DC inhibit pilot screen %=0.5
c1ccc(-n2nnc3cnccc32)cc1 | 8% | -6% | -5% | -4% | 6% | 12 | 14 | i | 5%
COc1ccc(C(=O)NCC23C=CC(O2)C2C(=O)N(Cc4ccccc4)C(=O)C23)cc1 (stereo not drawn) | 7% | -3% | x | x | -2% | 10 | 13 | i | x
CC1CCCC(NC(=O)C2CCN(S(=O)(=O)N3CCOCC3)CC2)C1C (stereo not drawn) | 8% | -8% | -5% | -4% | -4% | 21 | 0 | i | 5%
CCOC(=O)NC1(C(F)(F)F)NC(=O)N(Cc2ccco2)C1=O (stereo not drawn) | 7% | -8% | 2% | 3% | 2% | 0 | 5 | i | 16%
Cc1nc(NC2=NCN(CCCN3CCOCC3)CN2)nc2c(C)cccc12 | 17% | -4% | 33% | 30% | x | 15 | 7 | i | x | PMK inhibit pilot replicates=5.5;MK inhibit pilot replicates=0.0;DPM-DC inhibit pilot screen %=6.5
Cc1ccc(OCc2nc(C#N)c(NCCCn3ccnc3)o2)cc1 | -14% | 9% | -13% | -7% | -13% | 16 | 7 | i | 4%
CC1(C)CC(=O)C2=C(C1)N(c1cccc(O)c1)C1=C(C2)C(=O)CC(C)(C)C1 | 14% | 3% | 40% | 60%* | 1% | 13 | 10 | x | x
CCc1cc2c(=O)c(-c3cscn3)coc2c(CN(C)C)c1O | 5% | 0% | -4% | -4% | -5% | 1 | 6 | x | x
CCCCOC(=O)Nc1nnc(COc2ccccc2)s1 | 19% | 0% | 8% | -7% | -1% | 0 | 0 | i | 4%
COc1ccc(-n2c(C)c(C(C)=O)c3cc(O)ccc32)cc1 | 14% | -2% | 11% | -2% | 3% | 9 | 0 | i | 4%
c1csc(Cc2nc3ccccc3[nH]2)c1 | 13% | -2% | x | x | 8% | 15 | 0 | i | 14%
C(=N\c1nccs1)/c1c[nH]c2ccccc12 | 2% | -11% | -6% | 0% | x | 2 | 7 | i | 5%
c1ccc(-c2ccccc2-n2cnnn2)cc1 | 4% | 2% | -1% | 0% | -1% | 0 | 9 | i | x
Cc1ccc(-c2nnn(CC(=O)N3CCN(c4nc5ccccc5s4)CC3)n2)cc1 | 6% | -3% | x | x | -1% | 2 | 4 | i | 9%
COc1cc2nc(CN3CCN(c4ncc(C(F)(F)F)cc4Cl)CC3)[nH]c(=O)c2cc1OC | 4% | -5% | 0% | -6% | 1% | 0 | 0 | i | 9%
C=CCNS(=O)(=O)c1ccc(OC)c(C)c1 | 1% | -9% | 2% | 7% | 6% | 5 | 4 | i | 8%
Cc1cc(NCCN(C)C)n2nc(-c3cccs3)cc2n1 | 6% | -1% | 4% | -6% | 10% | 6 | 9 | i | 8% | PMK inhibit pilot replicates=4.0;MK inhibit pilot replicates=2.5;DPM-DC inhibit pilot screen %=19
